Compound activity deposited in PubChem by several laboratories.
PfHsp90 set2: inhibits growth of yeast expressing Plasmodium falciparum Hsp90. actives 0.32% (n = 310,000). inhibition, % at 9.4 µM. S. cerevisiae expressing PfHsp90, BacTiter-Glo ATP, 48 h; yeast lacking PDR1 and PDR3 efflux regulators;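 active = every replicate shows inhibition above about 80%, whatever the replicate mean, limit read from the data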;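 also: 0% = DMSO neutral controls and 100% = 20 µM radicicol positive controls; yeast relying on Plasmodium falciparum Hsp90 in place of its own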
phage Ecoli inh: E. coli growth loss with phage present; actives 0.26% (n = 360,000); growth absorbance; AID 651602; inhibition, % at 11.9 µM; in the data active = inhibition above about 11%
CAL PDZ inh: inhibitors of human CAL PDZ peptide binding | Q9HD26 | purified CAL PDZ, TMR-peptide fluorescence polarization, 1 h | inhibition, % at 20 µM | actives 0.02% (n = 330,000) | AID 504414;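 active = highest replicate inhibition of at least 40%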;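 also: plate controls were DMSO neutral control wells for no effect and unlabeled competitor peptide control wells for full effect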
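Read-out basis: mP drop reported as inhibition | Assay system: Tagged CAL PDZ protein CerCALP, purified | Benchmarks: Unlabelled peptide for full inhibition, DMSO wells as neutral | Schedule: 1 h incubation at room temperature before polarization reading | Buffer or medium: Sodium phosphate/NaCl buffer pH 7.4 with TCEP, IgG, Thesit | Doses: Single point, 20 µM | Measured by: Fluorescence polarization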
Wnt act: Wnt/beta-catenin pathway activation. Wnt/beta-catenin reporter cell assay, activator, plate reader. actives 1.2% (n = 300,000). activation, % at 9.35 µM; in the data active = activation above about 30%, passing the limit was not always enough;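 also: 0% = neutral control wells and 100% = positive control wells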
Ecoli viability: reduces bacterial viability in AddAB counter-screen | E. coli V3065 growth, OD600 absorbance, 18 h | inhibition, % at 11.9 µM | actives 0.27% (n = 330,000) | AID 449728;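 active = inhibition above the campaign's mean inhibition across all tested compounds plus 3 SD, cut at about 9.9% in these data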;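 also: uninfected addAB+ strain grown without phage in ampicillin broth; 0% = DMSO wells and 100% = ciprofloxacin 0.95 µg/ml wells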
Tat export inh: inhibitors of E. coli Tat protein transport | E. coli MC4100 TorA-mCherry Tat export, fluorescence | inhibition, % at 10 µM | actives 0.036% (n = 340,000);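 active = mean replicate inhibition at least 50% and at least half of replicates individually reaching 50%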;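 also: exported cargo escapes ClpAP degradation while cytoplasmic cargo is degraded and loses fluorescence; 0% = median of neutral control wells and 100% = median of NaSCN control wells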
AddAB inh: less growth of phage-infected E. coli with AddAB. actives 0.29% (n = 330,000). inhibition, % at 11.9 µM. E. coli expressing H. pylori AddAB, absorbance growth; in the data active = inhibition above about 12%;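 also: 0% = vehicle wells of infected cells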
DAGLB inhibitor: diacylglycerol lipase beta (human) inhibition. HEK293T DAGLB membrane lysate, EnzChek fluorogenic substrate. inhibition, % at 5.17 µM. actives 0.059% (n = 340,000); in the data active = inhibition above about 34%;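 also: 0% = enzyme with vehicle and 100% = wells lacking enzyme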
Target sequence (Q8NCG7 whole entry, looked up): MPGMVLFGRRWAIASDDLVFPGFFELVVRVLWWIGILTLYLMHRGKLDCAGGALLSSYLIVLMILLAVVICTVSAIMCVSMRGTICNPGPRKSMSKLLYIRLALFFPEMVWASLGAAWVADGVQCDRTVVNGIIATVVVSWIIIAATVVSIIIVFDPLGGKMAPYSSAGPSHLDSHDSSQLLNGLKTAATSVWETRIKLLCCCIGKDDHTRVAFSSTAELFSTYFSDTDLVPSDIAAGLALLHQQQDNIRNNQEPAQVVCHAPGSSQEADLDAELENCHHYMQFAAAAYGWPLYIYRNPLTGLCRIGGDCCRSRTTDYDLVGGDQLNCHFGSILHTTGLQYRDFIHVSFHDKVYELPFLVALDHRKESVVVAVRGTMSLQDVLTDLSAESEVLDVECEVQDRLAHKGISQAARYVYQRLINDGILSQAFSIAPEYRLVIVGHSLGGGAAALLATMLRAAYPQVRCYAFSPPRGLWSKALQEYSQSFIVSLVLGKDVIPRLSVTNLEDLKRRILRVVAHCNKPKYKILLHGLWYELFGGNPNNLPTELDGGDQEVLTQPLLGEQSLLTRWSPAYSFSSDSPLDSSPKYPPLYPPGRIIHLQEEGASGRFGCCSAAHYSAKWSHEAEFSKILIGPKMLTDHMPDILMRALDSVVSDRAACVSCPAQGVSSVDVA
PvdQ inh: blocks Pseudomonas aeruginosa PvdQ acylase activity; purified PvdQ acylase, fluorescence plate reader; inhibition, % at 10 µM; actives 0.063% (n = 340,000); in the data active = inhibition above about 30%, passing the limit was not always enough;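 also: 0% = vehicle neutral wells and 100% = reference inhibitor wells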
Rtt109 HAT inh: inhibitors of Candida albicans Rtt109/Vps75 histone acetyltransferase; Q5AAJ8; inhibition, % at 34.9 µM; actives 0.16% (n = 330,000); purified Rtt109/Vps75, ThioGlo CoA-SH fluorescence, 4 h;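 active = inhibition of at least 50% in every replicate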
Target sequence (Q5AAJ8 whole entry, looked up): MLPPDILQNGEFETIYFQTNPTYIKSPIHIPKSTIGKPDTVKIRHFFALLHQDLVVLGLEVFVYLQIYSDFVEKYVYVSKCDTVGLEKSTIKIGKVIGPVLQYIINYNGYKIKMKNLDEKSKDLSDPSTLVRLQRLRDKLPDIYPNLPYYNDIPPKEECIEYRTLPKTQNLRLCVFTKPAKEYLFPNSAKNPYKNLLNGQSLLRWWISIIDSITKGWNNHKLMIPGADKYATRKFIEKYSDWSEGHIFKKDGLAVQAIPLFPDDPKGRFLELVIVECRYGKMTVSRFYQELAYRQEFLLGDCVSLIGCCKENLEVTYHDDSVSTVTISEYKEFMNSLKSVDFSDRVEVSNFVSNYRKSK
Numbers without * were called inactive; i = inactive; . = not tested or not shown. Compounds as they come; overall some 1.9% were active at least once.

SMILES	PfHsp90 set2	phage Ecoli inh	CAL PDZ inh	Wnt act	Ecoli viability	Tat export inh	AddAB inh	DAGLB inhibitor	PvdQ inh	Rtt109 HAT inh
COc1ccc(C(=O)N/C(=C\c2cn(C)c3ccccc23)C(=O)OCC(C)C)cc1	-25	4.8	0.6	-2	1.9	-6	1.9	0	-7	-1
O=C(COC(=O)c1ccc(S(=O)(=O)NCc2ccco2)cc1)Nc1ccc(Cl)cn1	-8	3.9	-2.2	-2	2.1	2	0.3	3	-15	-7
C=C(C)n1c(=O)n(Cc2ccccc2C)c2ccccc21	-1	-1.3	0.4	-2	-0.9	0	-3.0	-5	-12	-7
Cc1nn(CC(=O)O)c2ccccc12	6	2.5	-2.2	-4	-2.1	4	4.4	2	2	-9
CC(Oc1ccccc1)C(=O)N=C1SC2CS(=O)(=O)CC2N1Cc1ccc(F)cc1 (stereo not given)	29	1.6	-2.7	0	-0.2	1	1.4	-2	-9	1
Cc1cccc(NC(=O)CC(C)S(=O)(=O)c2ccc3c(c2)NC(=O)CO3)c1C (stereo not given)	6	-0.4	-2.4	3	2.8	-6	4.2	-1	-16	-4
COc1cccc(OC)c1C(=O)Nc1ccc(N2CCCC2)cc1	-5	2.1	0.4	-1	-3.5	-1	-0.7	0	13	-8
COc1cc(-c2ccc3c(=O)c4ccccc4sc3c2)cc(OC)c1OC	7	2.3	-0.7	3	-1.8	-2	2.4	-1	5	15
Nc1ccc2cc3[nH]c4cc(N)ccc4c3nc2c1	-2	1.8	3.0	5	.	-7	.	i	-13	5
COc1ccc(C)cc1N(C(=O)c1ccc(F)cc1)c1nc2ccccc2s1	13	2.8	-0.6	0	2.0	9	0.4	-11	-10	2
COc1ccc(C(=O)Nc2cccc(C(C)=O)c2)cc1OC	14	4.0	0.2	.	2.8	0	1.5	-3	-15	-3
COc1ccccc1N(C(=O)CN1C(=O)c2ccccc2S1(=O)=O)C(C(=O)NCC1CCCO1)c1ccc(F)cc1 (stereo not given)	-30	4.9	0.3	-2	-1.8	5	1.5	2	4	5
CCOc1cc(NC(=S)N2CCC(C(N)=O)CC2)c(C(=O)OC)cc1OCC	.	2.4	0.3	1	-2.5	-6	3.0	-1	11	0
CCCCN1C(=S)SC(C)(C)C1/[N+]([O-])=C/c1cccnc1 (stereo not given)	4	1.1	.	-6	-3.4	-10	0.7	-3	-6	-1
COc1ccc(C(=O)Nc2ccnn2C2CCN(C(=O)CCC(F)(F)F)CC2)cc1	23	0.7	0.9	2	-0.9	-4	2.6	2	4	-9
Cc1ccc(CC(=O)NC(C)CCc2ccccc2)cc1 (stereo not given)	-11	0.8	-2.8	-4	0.2	-1	-0.9	-3	-10	-3
C[C@@H](c1ccccc1)N1Cc2ccccc2Oc2cc(Br)ccc2S1(=O)=O	3	4.8	0.3	-1	-1.6	2	2.3	-15	-4	7
CCOC(=O)c1cnc2c(C)cccc2c1NCCc1ccc(OC)c(OC)c1	9	-0.2	-1.6	-1	-1.8	8	-0.9	-6	-4	3
O=C(CCc1ccc(S(=O)(=O)NC2CCCCC2)cc1)N(Cc1ccccc1)Cc1ccccc1	-5	0.7	-0.8	.	0.2	2	-2.6	-5	-15	5
Cc1cc(N(C)C)c(C#N)c(=O)[nH]1	11	0.5	-0.2	-5	0.8	4	0.5	-1	-12	4
Cc1nc2ccccc2c2oc(C(=O)Nc3ccc4c(c3)OCCO4)cc12	19	0.0	-3.9	4	0.0	-3	4.3	-1	-2	-5
CC(C)(C)OC(=O)CN1C(=O)C(Sc2n[nH]c(-c3ccccc3)n2)CCc2ccccc21 (stereo not given)	-22	2.8	-3.3	-2	-2.3	11	-0.4	-2	-7	.
COc1ccc(NS(=O)(=O)c2cccc(C(=O)NN=Cc3ccc(OC)cc3OC)c2)cc1	.	3.5	-0.2	-6	-2.1	0	-0.4	0	-11	1
Cc1ccc(C2=NN(C(=O)c3cccs3)C(c3ccccc3O)C2)cc1 (stereo not given)	-26	3.4	-0.6	.	-1.3	-2	2.8	0	-15	-8
COC(=O)[C@H](CC(C)C)NS(=O)(=O)N[C@@H](CC(C)C)C(=O)OC	23	2.1	0.3	-2	1.4	1	0.6	3	-7	7
More records:
SMILES	PfHsp90 set2	phage Ecoli inh	CAL PDZ inh	Wnt act	Ecoli viability	Tat export inh	AddAB inh	DAGLB inhibitor	PvdQ inh	Rtt109 HAT inh
Cc1cccc(C)c1OCc1nnc(SCC(=O)Nc2cccc(C(=O)N3CCOCC3)c2)n1C	.	3.9	0.1	-3	-2.7	-6	1.3	-2	0	3
CCN(C1CCCCC1)S(=O)(=O)c1ccc(S(=O)(=O)NCCc2ccncc2)cc1	.	3.5	.	.	-2.3	9	0.5	-3	-16	-9
CCN(CCNC(=O)Cn1cc2c(n1)CCCC2)c1ccccc1	15	3.6	0.7	5	-1.0	-4	2.7	0	-1	6
CCCc1ccc(S(=O)(=O)N/N=C\c2ccc3c(c2)OCO3)cc1	-14	1.8	-1.2	-1	.	-2	.	0	-8	7
COc1ccc(NC(C)=O)cc1CNC(=O)CN1CCOCC1	15	1.2	.	0	-4.5	-6	0.3	0	6	-2
O=C(C[C@H]1C/C=C\C[C@@H](Cc2ccc(F)cc2)C(=O)OC[C@@H](Cc2c[nH]c3ccccc23)NC1=O)NCCO	5	0.2	-0.7	-3	-0.8	-3	2.6	3	-7	20
CN(/N=C/c1ccc(O)cc1O)c1ncc(C(F)(F)F)cc1Cl	-43	3.2	0.5	-1	0.3	0	4.0	0	-20	-16
CSc1ccc(-c2nc(CN3CCCCC3c3cccnc3)c(C)o2)cc1 (stereo not given)	4	-2.6	-3.2	0	-1.6	4	1.7	-3	-9	-5
O=C(Nc1ccc2c(c1)OCCO2)c1ccc(Cl)c(S(=O)(=O)N2CCOCC2)c1	-7	3.5	-0.1	.	-0.2	-1	2.5	-2	-21	0
Cc1ccccc1SCc1noc(C(=O)NCC2CCCO2)c1C(=O)O (stereo not given)	27	0.6	0.1	-7	-1.7	-9	1.3	2	-6	-3
Cc1ccc(C)c(NC(=O)CSc2nnc(C3CCCCC3)o2)c1	-2	2.6	-2.1	-2	1.8	2	3.8	0	-19	-17
CC(C)(C)n1nc2c(c1NC(=O)c1cccc(C(F)(F)F)c1)CS(=O)C2 (stereo not given)	-4	-1.3	-2.8	.	0.0	-7	1.4	1	-7	1
c1ccc2c(c1)CCCc1cc(NCCN3CCOCC3)nnc1-2	10	3.5	-0.4	-1	-1.3	-9	-3.2	2	-11	-6
Clc1ccc(CSCCc2ccncc2)cc1	-30	3.4	0.3	.	-0.2	4	-1.9	-8	-6	3
CC1Cc2nc(SCC(=O)Nc3ccc4c(c3)OCO4)n(-c3ccc(F)cc3)c(=O)c2S1 (stereo not given)	-24	1.6	-1.7	2	0.9	5	-0.6	3	-12	-1
COc1ccc(C(=O)n2cc(C(=O)c3cc(C)ccc3O)cn2)cc1	-4	0.5	0.4	-1	1.5	0	1.0	1	-10	-3
CCOc1ccccc1N1CCN(C(=O)Nc2ccc(F)c(Cl)c2)CC1	-20	0.9	-1.4	-4	1.8	5	2.1	-3	-15	5
O=C(c1ccc(Cl)c(S(=O)(=O)N2CCCC2)c1)N1CCCC(C(F)(F)F)C1 (stereo not given)	26	6.0	-0.2	-1	-1.9	1	2.5	-3	6	-17
CCc1nc(SCC(=O)O)c2c3c(sc2n1)COC(C)(C)C3	-2	4.8	1.7	-2	.	-6	.	-2	-10	-6
Cc1ccccc1NC(=O)Cc1c[nH]c2ccccc12	11	-0.3	0.3	0	2.8	-10	2.0	0	7	1
Cc1cnc(=O)[nH]c1SCC(=O)c1ccc(F)cc1	3	1.3	-3.3	0	-2.5	3	2.9	2	-18	-2
CCCCn1c(N)c(NCCC(C)C)c(=O)[nH]c1=O	23	1.2	0.0	0	-1.2	-5	4.0	0	-5	-4
Cc1ccc(OCC(=O)N/N=C/c2cccnc2)cc1	5	0.6	-2.7	1	-1.3	-2	2.5	3	-10	-2
COc1ccc(C(=O)NNC(=O)Cc2coc3cc(OC)ccc23)cc1	9	3.2	-1.5	2	-1.5	-1	-1.4	1	4	9
COc1ccccc1NS(=O)(=O)c1ccc(N2CCOCC2)c(N)c1	7	0.2	-1.0	-3	-2.1	4	0.3	1	-5	-17
Additional records
SMILES	PfHsp90 set2	phage Ecoli inh	CAL PDZ inh	Wnt act	Ecoli viability	Tat export inh	AddAB inh	DAGLB inhibitor	PvdQ inh	Rtt109 HAT inh
COc1ccc(/C=N/NC(=O)c2nn(-c3ccc(C)c(C)c3)c(=O)c3ccccc23)cc1	47	-1.6	-1.6	.	0.3	-7	5.1	-3	-5	15
COC(=O)Nc1ccc(S(=O)(=O)NCCO)cc1	-8	2.2	1.6	-5	-6.0	1	2.2	1	-3	2
CCOc1cc(C(c2c(C)[nH][nH]c2=O)c2c(C)[nH][nH]c2=O)ccc1OCc1ccc([N+](=O)[O-])cc1	.	0.6	-1.2	.	-1.2	1	-1.8	6	-31	-3
Cc1nnc(SCCn2c(N(C)Cc3ccccc3)nc3c2c(=O)n(C)c(=O)n3C)s1	0	1.0	.	-1	-1.1	5	-0.1	0	6	0
O=c1nc(N2CCOCC2)ccn1Cc1ccc(Br)cc1	10	1.7	-0.4	.	1.2	5	-1.1	1	16	1
Cc1ccc(NC(=O)Nc2ccnc(-c3cccnc3)n2)cc1	0	2.2	-2.9	55*	1.5	-3	2.4	0	0	0
COCCN(CC(=O)Nc1cccc(C)c1C)C(=O)Cc1ccsc1	-6	2.8	1.3	0	2.1	1	0.0	0	-5	-1
CCOC(=O)Nc1nnc(-c2cccc(OC)c2)s1	-13	3.7	-2.8	5	-1.1	-5	-0.2	-2	-14	-2
O=C(O)Cc1cccc(=O)c(O)c1C(=O)O	-5	.	0.0	.	.	-2	.	1	1	-6
C=CCN1C(=O)C(=O)N(Cc2nc3ccccc3s2)C1=O	-3	0.2	-1.6	18	-4.9	-3	-1.0	0	-17	1
ON/C=N/C(=S)Nc1ncc(C(F)(F)F)cc1Cl	-31	5.4	0.6	0	1.2	-2	4.4	-2	-14	-11
COc1ccc(/C=C(\NC(=O)c2ccc(C)cc2)C(=O)NCCCn2ccnc2)cc1OC	-10	-1.4	-1.4	-4	-0.7	-3	3.2	-1	-2	1
O=c1cc(Cn2ccnc2)c2cc3c(cc2o1)CCC3	-44	1.2	0.6	-2	-3.4	-1	-0.7	0	-16	-1
Cc1cccc(N2CCN(C(=O)CCNS(=O)(=O)c3cccs3)CC2C)c1 (stereo not given)	-2	-1.0	-0.7	-1	0.2	0	2.4	3	-8	-1
COc1ccc(S(=O)(=O)NCc2ccc(C(=O)N3CCN(c4ccccn4)CC3)cc2)cc1	12	1.6	-0.2	.	-0.3	8	2.3	0	-9	3
O=C(COC(=O)/C=C/c1ccccc1)Nc1ccccc1Br	32	3.1	-0.4	-2	1.7	-14	-0.3	-16	-5	-10
O=C(NNS(=O)(=O)c1ccccc1F)c1cc(-c2ccccc2)n[nH]1	-8	0.8	0.4	3	0.1	3	-0.8	5	8	7

Gathered by group: the compounds so far containing a furan ring, fused or not (three)
SMILES	PfHsp90 set2	phage Ecoli inh	CAL PDZ inh	Wnt act	Ecoli viability	Tat export inh	AddAB inh	DAGLB inhibitor	PvdQ inh	Rtt109 HAT inh
O=C(COC(=O)c1ccc(S(=O)(=O)NCc2ccco2)cc1)Nc1ccc(Cl)cn1	-8	3.9	-2.2	-2	2.1	2	0.3	3	-15	-7
Cc1nc2ccccc2c2oc(C(=O)Nc3ccc4c(c3)OCCO4)cc12	19	0.0	-3.9	4	0.0	-3	4.3	-1	-2	-5
COc1ccc(C(=O)NNC(=O)Cc2coc3cc(OC)ccc23)cc1	9	3.2	-1.5	2	-1.5	-1	-1.4	1	4	9
